mcGAS lum – mouse cGAS inhibition by luminescence; recombinant cGAS, Kinase-Glo ATP depletion luminescence; inhibition, % at 12.5 µM; AID 1259399; Q8C6L5; 0.15% of 160,000 active;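 note: 0% = negative control wells and 100% = reference inhibitor with no enzyme activity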
hcGAS lum – human cGAS inhibition | Q8N884 | recombinant h-cGAS, ATP depletion, Kinase-Glo luminescence | inhibition, % at 12.5 µM | 0.081% of 290,000 active | AID 1259398;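 note: 0% = vehicle reaction and 100% = reaction without DNA for no activity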
Target sequence (Q8N884 whole entry, looked up): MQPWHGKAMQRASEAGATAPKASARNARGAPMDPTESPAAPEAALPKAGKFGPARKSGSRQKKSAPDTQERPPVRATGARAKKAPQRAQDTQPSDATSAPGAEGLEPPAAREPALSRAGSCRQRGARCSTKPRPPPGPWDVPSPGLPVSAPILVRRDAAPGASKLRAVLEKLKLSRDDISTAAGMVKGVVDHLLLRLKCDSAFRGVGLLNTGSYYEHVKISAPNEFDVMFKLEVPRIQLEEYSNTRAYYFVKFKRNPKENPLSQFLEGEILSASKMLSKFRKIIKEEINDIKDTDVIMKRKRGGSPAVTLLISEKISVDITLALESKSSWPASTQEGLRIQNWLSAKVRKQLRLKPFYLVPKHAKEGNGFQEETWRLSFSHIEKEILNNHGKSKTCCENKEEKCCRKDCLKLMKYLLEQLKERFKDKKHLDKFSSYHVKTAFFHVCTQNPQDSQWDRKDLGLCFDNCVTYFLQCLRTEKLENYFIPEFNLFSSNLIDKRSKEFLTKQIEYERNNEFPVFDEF
NPYLR7 ag – activates Aedes aegypti NPYLR7 receptor; 0.15% of 270,000 active; activation, % at 10 µM; HEK293T NPYLR7/Galpha15, GCaMP6s calcium fluorescence; AID 1259423; in the data active = activation above about 40%;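 note: 0% = vehicle and 100% = reference agonist at the receptor; some compounds past the cut are filed as inactive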
* hit, by the source's call; · = not tested or not shown; & = joins results of further samples. Cut-off read from the data, not from the text of the source, unless noted: active = inhibition above about 40%; inactive = the rest.

Below each compound: hcGAS lum, mcGAS lum, NPYLR7 ag
> O=C(C1CCCN1Cc1ccccc1)N1C[C@H]2CC=CC[C@H]2C1 (stereo partly specified)
  -8, ·, 7
> COCCNS(=O)(=O)c1ccc(OC)c(N2CCN(C(=O)c3ccc(C#N)cc3)CC2)c1
  -2, 0, -11
> CCC[C@H]1CN(C2CCOCC2)C[C@@H]1NC(=O)c1ccc(=O)n(C)n1
  -4, 0, ·
> C=CCNC(=O)C(NC(=O)c1cccc(C)c1)C1CCN(C(=O)c2ccccc2OC)CC1 (stereo unspecified)
  -2, -2, -1
> Cc1cc(N2CCCC2)ccc1NC(=O)CCl
  3, 3, 1
> CN(CC1Cc2ccccc2O1)C(=O)c1cn(C2CCCCCC2)nn1 (stereo unspecified)
  -8, ·, 1
> Cc1ccc(CC(=O)NCc2ccccc2N2CCCC2)cc1
  -14, -8, 1
> CC(Oc1cccc(I)c1)C(=O)NCc1ccccc1Cl (stereo unspecified)
  -14, -5, 15
> COc1ccc(C(=O)N2CCSC23C(=O)N(Cc2cccc(C#N)c2)c2ccc(C)cc23)cc1 (stereo unspecified)
  -2, 0, -3
> Cn1c(=O)n(C)c2cc3c(cc21)[nH]c(=O)c(=O)n3Cc1ccccc1
  -3, ·, 8
> O=C(CCC1CCN(C(=O)C2CCCC2)CC1)N1CCN(c2ccccc2)CC1
  -7, ·, 3
> CC1(C)CC(OC(=O)CCCCC(=O)OC2CC(C)(C)NC(C)(C)C2)CC(C)(C)N1
  7, 1, 0
> Cc1nn(C)c(Cl)c1CN(C)CC(C)N1CCOCC1 (stereo unspecified)
  -5, -15, 4
> O=c1c(Oc2ccc(-c3ccccc3)cc2)coc2cc(O)ccc12
  -9, -6, -1
> Cc1cc(CN2CCCC2)cc(Oc2ccc(C(N)=O)cn2)c1
  -1, ·, 0
> CCN(CCn1cccn1)Cc1nc(-c2ccc3c(c2)OCO3)no1
  2&-8, ·, 1&11
> CNC(=O)CCN(C)C(=O)c1ccc(C(C)=O)s1
  -5, ·, 17
> CCC(=O)N(c1nnc(SCC(=O)c2c(N)n(C3CC3)c(=O)[nH]c2=O)s1)C1CC1
  4, ·, 1
> CCOc1nc(-c2cccc(C(F)(F)F)c2)n(-c2cccc(NCC(O)COCC(C)C)c2)n1 (stereo unspecified)
  -1, -3, -2
> O=C(C1CCOCC1)N1CCC2(CCCN(CCc3ccccc3)C2)C1 (stereo unspecified)
  -6, ·, 6
> NC(=O)CCN1CCC(c2ccc(F)c(F)c2)CC1
  -8&-7, ·, 7&13
> N#CC1=C(N2CCCCC2)c2cc3c(n2C1=O)CCCC3
  -11, ·, -1
> CC(C)(C)c1cc(CNC(=O)c2cccc(Cn3cccn3)c2)[nH]n1
  -5, ·, 8
> Nc1nc(-c2c[nH]c3ccccc23)c(-c2ccccc2)s1
  5, ·, 5
> COC(=O)c1ccc(OC)c(Cn2cnc3c(-c4ccc(Cl)cc4)csc3c2=O)c1
  -5, -5, 1
> O=C(O)c1cc(Br)cc(S(=O)(=O)NCc2ccccn2)c1
  2, -15, 3
> COc1ccc(Cn2cnc3c4cc(F)ccc4n(CC(=O)Nc4ccccc4)c3c2=O)cc1
  -5, -11, ·
> CN(Cc1ccc(N2CCOCC2)cc1)C(=O)Nc1cccc([N+](=O)[O-])c1
  -12, ·, -1
> O=C(O)C(Sc1ncccc1Nc1ccc([N+](=O)[O-])cn1)c1ccccc1 (stereo unspecified)
  -2, ·, 4
> O=C(NCCc1ccccn1)c1csc(CSc2nnc(-c3cccnc3)n2-c2cccc(Cl)c2)n1
  -5, -3, ·
> COc1cccc(NC(=O)N(CC(=O)N(Cc2ccco2)Cc2cccn2C)C2CC2)c1
  -2, -4, -9
> O=C(O)c1ccccc1CN1CCCC1c1ccccn1 (stereo unspecified)
  -6, -23, 3
> Cc1nn(Cc2ccccc2F)c(=O)c2c1cnn2-c1ccccc1
  -3, ·, 9
> Cc1ccc(OCCN2CCC2(C)C(=O)Nc2ccc3c(c2)OCO3)cc1 (stereo unspecified)
  -6, ·, 1
> Cc1ccc(S(=O)(=O)NCCc2nnc3ccc(SCc4ccc([N+](=O)[O-])cc4)nn23)cc1
  -5, -8, 7
> Cc1cc(C(=O)Nc2nnc(-c3cc(C)n(C)n3)o2)no1
  0, 10, -9
> CCOC(=O)C1(Cc2cccc(Cl)c2)CCCN(S(=O)(=O)CC)C1 (stereo unspecified)
  5&-12, ·, 4&0
> Cc1ccccc1CSc1nnc(CNC(=O)Cc2ccc(F)cc2)n1-c1ccc(Cl)cc1Cl
  -1, -4, 32
> Cc1nn(C)c(Cl)c1CN1CCCC(CCNS(C)(=O)=O)C1 (stereo unspecified)
  -3, ·, 3
> Cc1cc[n+](C(C)C(=O)c2ccc(Cl)cc2)cc1 (stereo unspecified)
  -9, ·, -5
> CCC(C)(NCCC(=O)N1CCOCC1)c1nc(C)cs1 (stereo unspecified)
  3, ·, -1
> Cc1cc(C(O)C(O)CO)co1 (stereo unspecified)
  0, -4, -7
> O=C(NCC(O)c1ccc(Cl)s1)c1ccc(F)cc1 (stereo unspecified)
  1, ·, -3
> C=CCn1nc(C(=O)O)c2c1CCC(N(C)Cc1nonc1C)C2 (stereo unspecified)
  -5, ·, 22
> CCN(CC)C(=O)[C@@H]1C[C@@H](N)CN1C(=O)Cc1ccc2nc(C)[nH]c2c1
  -4, ·, 35
> CCCOCCCNC(=O)c1cncn1-c1ccc(-c2c(OC)cccc2OC)cc1
  2, -6, 12
> COc1cncc(-c2ccc(-c3ccn[nH]3)cc2)c1
  -5, ·, 3
> CCc1ccc2nc(N(Cc3ccccn3)C(=O)CCCS(=O)(=O)c3ccccc3)sc2c1
  -7, -8, 5
> O=c1c2ccccc2cnn1CCNC1CCC2(CCNCC2)CC1
  -3, ·, -1
> CC(=O)Oc1c(C)nc2c3ccccc3ncn12
  -6, ·, -2

New compounds follow
Below each compound: hcGAS lum, mcGAS lum, NPYLR7 ag
> O=C(CN(Cc1ccccc1)C(=O)c1ccc(Cl)c(Cl)c1)Nc1cc(-c2ccccc2)nn1-c1ccc(F)cc1
  2, -3, -10
> CCOC(=O)c1cccc2c1-c1ccccc1/C2=N/O
  -5, ·, 2
> COc1ccc(C2=NN(Cc3ccccc3)C3C(=O)NC(=O)C23)cc1 (stereo unspecified)
  -9, ·, 13
> COc1ccc(CCNC(=O)c2cccnc2N2CCN(C(=O)c3cccc(C#N)c3)CC2)cc1OC
  0, 0, -4
> CCOC(=O)C(C#N)=CNc1cnccn1
  -1, -4, 11
> COc1ccc(C(=O)C(Cc2ccccc2O)OC)cc1 (stereo unspecified)
  -4, ·, 8
> Nc1cc(-c2cccc(C(F)(F)F)c2)nn1-c1ccc(C(=O)NCCc2ccc(S(N)(=O)=O)cc2)cc1
  -1, 2, -8
> CCc1cc(C(=O)N2Cc3cnc(C(C)(C)C)nc3C2)ccn1
  -3, ·, 10
> COc1cc(C=CC(=O)c2ccc(Br)cc2)cc(OC)c1O
  -5, 18, 15
> CC(=O)N1CCN(C(=O)c2cc(-c3ccccc3)nc3cc(-c4ccccc4)nn23)CC1
  -3, -10, 6

Rewritten field by field: entries from further up
COc1ccc(C2=NN(Cc3ccccc3)C3C(=O)NC(=O)C23)cc1 (stereo unspecified)
  hcGAS lum: -9 | mcGAS lum: · | NPYLR7 ag: 13

COc1ccc(CCNC(=O)c2cccnc2N2CCN(C(=O)c3cccc(C#N)c3)CC2)cc1OC
  hcGAS lum: 0 | mcGAS lum: 0 | NPYLR7 ag: -4

CCOC(=O)C(C#N)=CNc1cnccn1
  hcGAS lum: -1 | mcGAS lum: -4 | NPYLR7 ag: 11

COc1ccc(C(=O)C(Cc2ccccc2O)OC)cc1 (stereo unspecified)
  hcGAS lum: -4 | mcGAS lum: · | NPYLR7 ag: 8

The list goes on.
Below each compound: hcGAS lum, mcGAS lum, NPYLR7 ag
> Cc1ccsc1CN(Cc1ccc2c(c1)OCO2)C(=O)CN(C1CC1)S(=O)(=O)c1ccccc1
  -5, -3, 0
> CC(C)c1cc(=O)n2[nH]cc(-c3ccccc3)c2n1
  -4, -3, 1
> c1ccc(NC2CCCN(C3CCOCC3)C2)cc1 (stereo unspecified)
  -5, ·, -1
> CCc1nc2c(OCC(=O)N3CCOCC3)cccn2c1N(C)C(=O)c1ccc(C)cc1
  2, 1, -17
> COCC(C)n1c(=S)nnc2c3ccccc3[nH]c21 (stereo unspecified)
  -9&-6, ·, 2&2
> Cc1nsc(NC(=O)N2CCC(C3CCCCC3)C2)n1 (stereo unspecified)
  -8, -9, -4
> O=C(CSc1nnc(C2CC2)n1C1CC1)c1cc(Cl)sc1Cl
  -4, ·, -1
> CCCCC1CCC(C(=O)Nn2cnc3c(cnn3C(C)(C)C)c2=O)CC1 (stereo unspecified)
  -10, ·, 4
> Cc1ccc2cc(CCNC(=S)NC3CCCCC3)c(=O)[nH]c2c1
  1, ·, 0
> COC(=O)[C@@H]1C[C@@H](NC(=O)CCc2nc3c(C)c(C)ccc3[nH]2)CN1C
  -5, -18, 28
> O=C1CCC(N2C(=O)c3ccccc3C2=O)C(=O)N1 (stereo unspecified)
  0&-1&-5&2, -5&-4, 19&-18&1&2
> O=C(O)c1cccnc1CN(Cc1ccsc1)C1CC1
  4, ·, -1
> Cc1ccccc1Oc1cc(C(F)(F)F)nc(SCc2c(F)cccc2F)n1
  -4, -4, -1
> COC(=O)C1=C(C)Nc2nc(SCC(C)C)[nH]c(=O)c2C1c1cccs1 (stereo unspecified)
  0, ·, -1
> CC1(C)SCC(C(=O)O)N1C=O (stereo unspecified)
  1, -4, -4
> COc1ccc(Nc2cc(C)nc3c(-c4ccccc4)c(C)nn23)cc1
  0, 2, -1
> Cn1cc(C=C2N=C(c3ccc(F)cc3)OC2=O)cn1
  -8, ·, 2
> Cc1nnsc1C(=O)N1CCCC(C(=O)Nc2cccc(-c3ccc(F)cc3)c2)C1 (stereo unspecified)
  1&-8, -4, -2&-4
> CC1(C)OC(=O)C(=C2CCCCCN2)C(=O)O1
  -8, ·, 4
> CCCCc1ccc(C(=O)N2CCN(C(=O)CCCSc3nnc(-c4ccco4)n3-c3ccccc3C)CC2C)cc1 (stereo unspecified)
  -3, -3, 4

Random excerpt: 2 records from the list, in no set order.
Below each compound: hcGAS lum, mcGAS lum, NPYLR7 ag
> Cc1ccccc1Oc1cc(C(F)(F)F)nc(SCc2c(F)cccc2F)n1
  -4, -4, -1
> O=C1CCC(N2C(=O)c3ccccc3C2=O)C(=O)N1 (stereo unspecified)
  0&-1&-5&2, -5&-4, 19&-18&1&2

Going on with the list.
Below each compound: hcGAS lum, mcGAS lum, NPYLR7 ag
> CCc1ccc(-c2nc(SCc3nccn3CC)n[nH]2)cc1
  -6, ·, 0
> N=C1SCC(=O)C1c1ccccn1 (stereo unspecified)
  -9, -14, 8
> CC(C)c1nc(CN(C)C(=O)c2cc3ccccc3s2)no1
  -4, ·, 2
> Cc1cc(F)ccc1NC(=O)Cc1csc(C(C)C)n1
  -16, ·, 1
> COc1ccc(OC)c(-c2cnc(-c3cccc(CNC(=O)C(OC(C)=O)c4ccccc4)c3)[nH]2)c1 (stereo unspecified)
  -4, -6, 5
> CCCn1c(=N)n(N)c2ccccc21
  0, -4, -2
> CC(C(=O)Nc1cc(C(F)(F)F)cc(C(F)(F)F)c1)S(C)(=O)=O (stereo unspecified)
  -4, ·, 1
> Cc1nc(NC(N)=NS(=O)(=O)c2ccccc2)nc2ccccc12
  -7&0, -2, -1&-6
> O=C(COc1ccc(Cl)cc1Cl)Nc1nnc(SCC(=O)Nc2ccccc2F)s1
  0, ·, -3
> Cc1ncc(CN2CCN(CC3CCCCC3)C(CCO)C2)s1 (stereo unspecified)
  -9, -9, 21
> Cc1cc(Oc2ccc(C(C)C)cc2)nc(SCc2ccc(C(F)(F)F)cc2)n1
  -3, -4, 4
> CC1CN(C(=O)CN2CCN(C(=O)OC(C)(C)C)C(C)C2)CCO1 (stereo unspecified)
  -10, ·, -1
> CCN1CCN(C(c2ccncc2)c2c(O)cc(C)n(Cc3ccc(OC)cc3)c2=O)CC1 (stereo unspecified)
  -5, ·, 10
> COc1ccc(-n2c(SCC(=O)N3CCN(C(=O)CCc4ccccc4)C(C)C3)nnc2-c2ccc(C)cc2)cc1 (stereo unspecified)
  -3, -6, 0
> CN1CCN2c3ncccc3Cc3ccccc3C2C1 (stereo unspecified)
  17, ·, -3
> CCCCn1c(CN(CC)Cc2ccc(OCC)c(OC)c2)nc2cc(S(N)(=O)=O)ccc21
  -8, ·, -5
> COc1cccc(Cc2nsc(Oc3ccc(CC(=O)O)cc3)n2)c1
  -9, -6, -6
> COc1ccc(Cc2nc3ccc(C(=O)N(C)Cc4nccn4C)cc3o2)cc1
  -10, ·, 8
> CCOc1ccc(-c2ccnc(N3CCN(C(=O)c4cncc(Br)c4)CC3)n2)cc1
  -7, -7, 28
> O=C(CN(C(=O)Nc1ccc(Cl)c(Cl)c1)C1CC1)N(CCc1c[nH]c2ccccc12)Cc1ccccc1
  -3, -4, 14
> Cc1ccc(S(=O)(=O)NCc2ccccc2)c(C)c1N(C)S(C)(=O)=O
  13, 7, -3
> c1ccc2sc(N3CCCC(NC4CCN(c5ccc6c(c5)OCO6)CC4)C3)nc2c1 (stereo unspecified)
  -8, -9, 13
> Cc1cc(O)c(C(c2ccncc2)N2CCN(CCO)CC2)c(=O)n1Cc1ccccc1 (stereo unspecified)
  3, ·, 3
> O=C(N[C@H]1CCCCNC1=O)c1ccc(N2CCC(NCc3ccc4c(c3)OCO4)CC2)cc1
  -1, -2, 20
